Source: PubChem (Sanford-Burnham Center for Chemical Genomics)
Gli-Sufu block: blocks Gli-Sufu signaling in a luciferase reporter; Sufu-KO-LIGHT fibroblasts, Gli luciferase reporter luminescence; inhibition, % at 5 µM; 0.74% of 340,000 active; AID 588413;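 active = inhibition above about 55%, limit read from the data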;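 also: 0% = DMSO-treated cells and 100% = wells with medium but no cells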
Apaf1 inhib: inhibitors of human Apaf-1 apoptosome. AID 489030. inhibition, % at 20 µM. O14727. reconstituted apoptosome caspase-3 activity, DEVD-Rh110 fluorescence. 0.71% of 330,000 active; active = inhibition of at least 40% at 20 µM;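 also: plate controls were DMSO wells for no effect and DEVD-CHO caspase inhibitor wells for full effect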
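Material: cell-free apoptosome with Apaf-1, procaspase-3 and caspase-9; Buffer or medium: Hepes pH 7.5 with detergent and BSA; Reagent: cytochrome c trigger plus (Z-DEVD)2-Rh110 caspase-3 substrate; Times: compound with Apaf-1, dATP, procaspase-3 30 min, then 50 min reaction, room temperature; Technique: Rh110 fluorescence intensity.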
SENP7 block: inhibitors of human SENP7 protease | Q9BQF6 | recombinant SENP7, Z-RLRGG-aminoluciferin luminescence, 40 min | 1.5% of 330,000 active | inhibition, % at 5 µM;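 active = inhibition above about 50% at the single test dose, limit read from the data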;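 also: plate controls were DMSO with enzyme for no effect and no enzyme buffer wells for full effect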
697 NFkB inh: lowers PMA/ionomycin-induced NF-kB signal in 697 B cells. 697 B-cell NF-kB luciferase reporter, 16 h. inhibition, % at 4 µM. 0.33% of 330,000 active. AID 435022; in the data active = inhibition above about 35%
Jurkat NFkB inh: inhibitors of the PMA/ionomycin-induced NF-kB reporter in Jurkat cells; PMA/ionomycin-induced NF-kB luciferase reporter, luminescence; inhibition, % at 4 µM; 0.53% of 330,000 active; AID 435003
SENP8 inh: inhibitors of human SENP8 protease. Q96LD8. purified SENP8, Z-RLRGG-aminoluciferin cleavage, luminescence. inhibition, % at 10 µM. 1.2% of 330,000 active. AID 2540
HKDC1 inhibitor: HKDC1 (human) hexokinase inhibition; recombinant HKDC1, G6PDH/diaphorase resazurin coupled fluorescence; inhibition, % at 20 µM; 0.16% of 340,000 active;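 active = inhibition above about 35% when tested at 20 µM, limit read from the data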;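 also: plate controls were DMSO wells with enzyme for no effect and DMSO wells lacking enzyme for full effect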
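Test system: recombinant HKDC1 (HK5) hexokinase enzyme, produced in-house / Doses: 20 µM test compound, 1% DMSO / Timing: 90 min, room temperature / Detection: G6PDH/diaphorase-coupled fluorescence, 1 mM NADP, 100 µM resazurin, 525/613 nm / Control set: DMSO wells with and without enzyme mix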
UBC13 polyUb: human UBC13 polyubiquitination inhibition. inhibition, % at 20 µM. 0.47% of 330,000 active. UBC13 polyubiquitin chain formation, TR-FRET; in the data active = inhibition above about 45%, passing the limit was not always enough
An asterisk follows results filed as active; . = not tested or not shown. Rule as the data show it, unless noted: active = inhibition above about 50%; inactive = the rest.

No.	SMILES	697 NFkB inh	SENP7 block	Gli-Sufu block	UBC13 polyUb	HKDC1 inhibitor	Apaf1 inhib	Jurkat NFkB inh	SENP8 inh
1	O=C(NCc1ccccc1)c1cc(-c2cccs2)on1	-17	-2	-31	0	-12	-6	-29	5
2	Cc1nc(SCC(=O)NCC2CCCO2)nc(C)c1C (configuration not stated)	8	-12	2	8	3	-6	0	5
3	CCNc1ccc(Br)cc(C(=O)/C=C/c2ccccc2Cl)c1=O	-24	3	9	-21	20	30	-1	-4
4	Cc1ccc(C(=O)CSc2nnnn2Cc2ccccc2)cc1C	18	7	3	17	3	6	2	-8
5	Cc1nc2sc3c(c2c(=O)o1)CC(C)(C)OC3	3	16	6	1	-1	-9	-16	4
6	O=C(CCS(=O)(=O)c1ccc(Cl)cc1)N1CCN(S(=O)(=O)c2cccs2)CC1	-21	-10	8	-6	7	19	-5	-3
7	O=C1CCC(=O)N1c1ccccc1	-23	2	-20	-2	-6	0	-10	2
8	O=C(C1CC(c2ccc(F)cc2)=NO1)N1CCN(Cc2ccccc2)CC1 (configuration not stated)	17	-8	2	4	1	0	16	0
9	N/C(=N\OC(=O)COc1cc(Cl)c(Cl)cc1Cl)c1ccncc1	-60	-7	-82	8	-3	6	-59	-20
10	Cc1ccc(-n2[nH]c(C)c(/C=N/Nc3ccc([N+](=O)[O-])cc3[N+](=O)[O-])c2=O)cc1	-36	-12	17	-183	3	27	-15	-5
11	NC(=O)c1ccccc1NC(=O)Cc1cccs1	5	-11	3	2	-7	0	-7	-5
12	CCCCc1nnc(NC(=O)CN2C(=O)NC3(CCCCC3)C2=O)s1	-11	-1	-3	-2	-6	1	-14	-6
13	CC(C)(C#N)Nn1cnnc1	3	5	-3	2	-4	-2	-12	-2
14	CCOC(=O)c1ccc(NC(=S)NCc2cccnc2)cc1	-5	-7	4	1	-11	8	-7	-10
15	Cc1c(CCC(=O)O)c(=O)oc2c(C)c3occ(-c4ccc(Br)cc4)c3cc12	-1	4	6	-5	15	29	7	-2
16	CCOc1ccc(NC(=O)N2CCC(NC(=O)c3ccco3)CC2)cc1	4	-3	-5	5	-2	3	3	-5
17	C=CC[C@@H](CC(=O)NCCO)C(=O)N[C@@H](COC(=O)[C@@H](CC=C)CC(=O)OC(C)(C)C)Cc1ccccc1	0	-13	-16	-11	-5	6	5	-5
18	O=C(COc1ccc(/C=N/NC(=O)c2ccncc2)cc1)Nc1ccccc1	15	-2	10	3	0	3	-40	-4
19	O=C(CN1CCCCCCC1)Nc1ccc(Cl)cc1Cl	13	3	-8	5	-3	8	-13	-2
20	Cc1cccc(N(C)c2cc(C)nc3nc(C)nn23)c1	2	4	-6	-7	-6	-1	3	-4
21	O=C(C[n+]1cccc(CNC(=O)c2ccc(OC(F)F)cc2)c1)Nc1ccccc1Cl	2	5	49	4	-2	10	-5	-7
22	O=C(Cc1ccccc1)NCC(=O)Nc1ccc(OC(F)(F)F)cc1	28	0	-1	6	4	2	12	9
23	Cc1sc(NC(=O)c2cccnc2)nc1-c1ccccc1	4	2	-10	-6	3	2	1	-5
24	O=C(COC(=O)c1cnccn1)Nc1ccccc1-c1ccccc1	15	10	-4	4	-5	-5	-6	0
25	CC1(C)Cc2cccc(OCC(=O)OCC(=O)Nc3cccc(S(N)(=O)=O)c3)c2O1	11	0	5	4	1	-8	13	-4
26	CCOC(=O)C1=C(CNCc2ccccc2Cl)NC(=O)NC1c1ccc2c(c1)OCO2 (configuration not stated)	-8	5	-3	6	4	9	-6	-3
27	CCNc1nc(NCC)nc(N(C)n2cnnc2)n1	6	5	-1	2	-8	5	2	-3
28	O=S(=O)(c1ccccc1)N1CCN(c2nc(-c3cccnc3)nc3ccccc23)CC1	6	-8	10	-4	0	19	1	-15
29	O=C(CSCc1ccc(Cl)cc1)Nc1ccc(S(=O)(=O)N2CCCCCC2)cc1	-23	-5	0	8	-5	3	10	-8
30	CC(C)(Oc1ccc(Br)cc1Cl)C(=O)Nc1ccon1	14	-1	-8	2	6	9	6	2

Quoted from above: nos. 1 to 2
No.	SMILES	697 NFkB inh	SENP7 block	Gli-Sufu block	UBC13 polyUb	HKDC1 inhibitor	Apaf1 inhib	Jurkat NFkB inh	SENP8 inh
1	O=C(NCc1ccccc1)c1cc(-c2cccs2)on1	-17	-2	-31	0	-12	-6	-29	5
2	Cc1nc(SCC(=O)NCC2CCCO2)nc(C)c1C (configuration not stated)	8	-12	2	8	3	-6	0	5

Later entries
No.	SMILES	697 NFkB inh	SENP7 block	Gli-Sufu block	UBC13 polyUb	HKDC1 inhibitor	Apaf1 inhib	Jurkat NFkB inh	SENP8 inh
31	Cc1cc(-c2cc(C(=O)NCc3ccccc3)on2)nc(S(C)(=O)=O)n1	51*	2	18	1	-3	-1	52*	-10
32	Cc1c(C#N)c(O)n(CCO)c(=O)c1N=Nc1ccc(S(N)(=O)=O)cc1	8	8	-1	-91	3	0	-9	-2
33	CC(C)(C)c1ccc(C(=O)NCc2ccccc2)cc1	-59	-4	-34	-10	-1	17	-35	-4
34	O=C(c1ccc(NS(=O)(=O)c2ccc(Cl)cc2)cc1)N1CCOCC1	5	6	7	2	-4	-5	6	-3
35	N#Cc1ccc(N[C@@H]2CCN3C(=O)c4ccccc4[C@@H]3C[C@H]2O)cc1	10	6	-1	.	1	-8	.	.
36	COc1ccc(NC(=O)CN(C)CC(=O)NCCc2ccc(F)cc2)cc1	0	-13	-6	-4	0	0	12	-6
37	NC(=O)[C@@H]1CC2(CC(c3cccc(NC(=O)COc4ccc(Cl)cc4)c3)=NO2)CN1C(=O)COc1ccc(Cl)cc1 (some centres not stated)	-33	-4	3	-14	-2	13	17	-8
38	Cc1ccc(-n2nc(-c3ccco3)cc2C(=O)O)cc1	13	-1	-4	10	2	-2	-2	1
39	O=C(Nc1ccc2nn(-c3ccccc3)nc2c1)c1ccco1	-127	11	-60	10	1	5	-115	-13
40	COc1ccc(C(C(=O)NCC2CCCO2)N(C(=O)c2snc(C(N)=O)c2N)c2ccccc2C)cc1OC (configuration not stated)	-6	-4	-11	10	-6	7	-1	-5

Random excerpt: 3 compounds from above
No.	SMILES	697 NFkB inh	SENP7 block	Gli-Sufu block	UBC13 polyUb	HKDC1 inhibitor	Apaf1 inhib	Jurkat NFkB inh	SENP8 inh
33	CC(C)(C)c1ccc(C(=O)NCc2ccccc2)cc1	-59	-4	-34	-10	-1	17	-35	-4
40	COc1ccc(C(C(=O)NCC2CCCO2)N(C(=O)c2snc(C(N)=O)c2N)c2ccccc2C)cc1OC (configuration not stated)	-6	-4	-11	10	-6	7	-1	-5
37	NC(=O)[C@@H]1CC2(CC(c3cccc(NC(=O)COc4ccc(Cl)cc4)c3)=NO2)CN1C(=O)COc1ccc(Cl)cc1 (some centres not stated)	-33	-4	3	-14	-2	13	17	-8

Continuation:
No.	SMILES	697 NFkB inh	SENP7 block	Gli-Sufu block	UBC13 polyUb	HKDC1 inhibitor	Apaf1 inhib	Jurkat NFkB inh	SENP8 inh
41	CCOc1ncccc1C(=O)NNC(=O)c1csc(N2CCOCC2)n1	4	-2	-12	0	-5	-6	8	7
42	CCOC(=O)[C@H]1[C@H]2COc3ccc(C)cc3[C@@H]2N2C(=O)CN(Cc3ccc(Cl)cc3)C(=O)[C@@]12C	0	-12	-22	-5	4	16	-1	-8
43	CCc1cccc(Nc2c([N+](=O)[O-])cc(C(=O)N3CC(=O)Nc4ccccc43)cc2[N+](=O)[O-])c1	-3	-2	9	-30	5	4	20	-2
44	CN1/C(=C/C=C(/C#N)C(N)=O)C(C)(C)c2ccccc21	-86	-2	7	10	-7	-2	61*	-1
45	COc1ccc(OC)c(NC(=O)CSc2nc(N3CCOCC3)nc(N3CCOCC3)n2)c1	14	-3	0	2	-5	3	-6	0
46	COc1ccccc1NC(=O)c1oc2ccc(C)cc2c1C	-101	0	-35	7	0	14	-64	-4
47	CCOc1ccccc1NC(=O)c1ccc2c(c1)C(=O)N(CC1CCCO1)C2=O (configuration not stated)	13	2	8	0	-7	12	-6	3
48	CC(C)Oc1cccc(C(=O)Nc2ccc(CN3CCOCC3)cc2)c1	-17	6	-7	-3	7	-10	-17	-1
49	COc1ccc(NS(=O)(=O)c2cc(NC(=O)c3ccccn3)ccc2OC)cc1Br	5	2	2	-7	-2	-2	-5	-3
50	COc1ccc(Cl)cc1C(=O)Nc1ccc(CN2CCCCC2)cc1	-4	3	24	2	-9	7	-28	1

Among those listed so far, these contain a furan ring, fused or not:
No.	SMILES	697 NFkB inh	SENP7 block	Gli-Sufu block	UBC13 polyUb	HKDC1 inhibitor	Apaf1 inhib	Jurkat NFkB inh	SENP8 inh
15	Cc1c(CCC(=O)O)c(=O)oc2c(C)c3occ(-c4ccc(Br)cc4)c3cc12	-1	4	6	-5	15	29	7	-2
16	CCOc1ccc(NC(=O)N2CCC(NC(=O)c3ccco3)CC2)cc1	4	-3	-5	5	-2	3	3	-5
38	Cc1ccc(-n2nc(-c3ccco3)cc2C(=O)O)cc1	13	-1	-4	10	2	-2	-2	1
39	O=C(Nc1ccc2nn(-c3ccccc3)nc2c1)c1ccco1	-127	11	-60	10	1	5	-115	-13
46	COc1ccccc1NC(=O)c1oc2ccc(C)cc2c1C	-101	0	-35	7	0	14	-64	-4

(continued)
No.	SMILES	697 NFkB inh	SENP7 block	Gli-Sufu block	UBC13 polyUb	HKDC1 inhibitor	Apaf1 inhib	Jurkat NFkB inh	SENP8 inh
51	CCc1cccc(NC(=O)C2CCCN(S(=O)(=O)c3cccs3)C2)c1 (configuration not stated)	-44	-8	-2	-3	0	24	-21	2
52	Cc1ccc(-c2nc3ncccc3o2)cc1NC(=O)c1cc2ccccc2o1	15	-3	-1	0	-3	0	7	3
53	Cc1cccc(C)c1NC(=O)CN(C)C(=O)c1cc(S(=O)(=O)N(C)C)ccc1N1CCCC1	6	-17	2	-5	-5	8	-1	-8
54	CC1CC(=O)N(CC(=O)NCc2ccc(F)cc2)c2ccccc2S1(=O)=O (configuration not stated)	0	10	-5	5	-2	-3	22	7
55	CCn1c(CCNC(=O)c2ccc(Cl)cc2Cl)n[nH]c1=S	-25	39	5	-4	9	-3	-30	2
56	Cc1cc(/C=C(\C#N)C(=O)O)c(C)n1CC1CCCO1 (configuration not stated)	-3	-1	-10	-3	-1	5	0	-9
57	CC1(C(=O)N(CC(=O)NC2CCCC2)Cc2ccc(Cl)cc2)CC(=O)N=C2C=CC=CN21 (configuration not stated)	7	1	3	6	-1	-7	3	-2
58	Cc1csc2ncc(C(=O)NCc3ccco3)c(=O)n12	17	-1	20	2	-2	-12	-1	-6
59	COc1ccc(NC(=S)NCc2ccc(F)cc2)cc1	5	7	0	11	-8	2	0	6
60	O=C(Cn1nc(-c2cccc([N+](=O)[O-])c2)c2ccccc2c1=O)Nc1cccnc1	15	-7	6	-4	2	5	8	-7
61	CCOC(=O)c1cc(NC(=O)Nc2cc(C)ccn2)c(C)nc1C	7	-3	44	8	-8	-11	-7	1
62	COc1ccc(N2C(=O)c3cccc4c(N(C)CCO)ccc(c34)C2=O)cc1	-7	3	-4	-101	27	1	-2	-2
63	O=C(N/C(=C\c1ccc(Br)cc1)C(=O)N1CCCC1)c1ccccc1F	17	9	4	11	-5	-15	-5	1
64	Cc1ccc(C(=O)N/C(=C\c2ccc(-c3ccc(Cl)cc3)o2)C(=O)NCCCN(C)C)cc1	10	-6	18	47*	-10	19	15	-12
65	Nc1cccc(C(=O)OCC(=O)NC2CCCc3ccccc32)c1 (configuration not stated)	32	2	-4	9	-9	1	-9	1

An unsorted share of the library; about 3.6% have a hit in one of these screens.
